PTAP TSG101 blk: blocks PTAP/TSG101 interaction to inhibit HIV-1 budding. Fluorescence polarization, FITC-PTAP peptide / Tsg101 binding. Q99816. 340,000 tested, under 10 active. Potency, µM (series often up to 115 µM), without a hit: at the highest dose activity change, negative = inhibition, usual class: inhibitors; active = well fitted inhibition curve with a large enough effect in the main read-out, with a control signal flat, not every such curve was filed as active; inconclusive = small, poorly fitted or top-dose-only effect, or effect the other way, or a change in a side signal; inactive = no such curve, though single readings can be large or run the other way; also: potency is read from the fitted curve at half-maximal effect; % of control where 0% means no effect
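Fluorescence polarization binding of Tsg101 binding domain (10 uM final) to FITC-labeled PTAP peptide (50 nM final) in HEPES pH 7.5 buffer with NaCl, Tween 20, EDTA, TCEP. Compounds added before peptide; binding 20 min at RT.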
TCR act: activators of T cell receptors. 330,000 tested, under 10 active. AID 504894. primary human leukocytes, anti-CD3, IL-2 HTRF, 48 h. Potency, µM (top dose mostly 9.22 µM), inactives show top-dose activation of IL-2 secretion, hits mostly activators; also: % of control where 0% means no effect
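Human primary leukocytes + a-CD3 beads + cpd, 48 hr; IL-2 in supernatant by HTRF (ex 320nm / em 665nm). No co-stimulatory signal supplied.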
A-T KAP1 phos: potential ataxia-telangiectasia treatments restoring KAP-1 phosphorylation. Potency, µM (series often up to 57.5 µM), inactives show top-dose activation, usual class: activators. […] A-T fibroblasts, KAP-1 phosphorylation AlphaLISA; neocarzinostatin DNA damage 30 min before lysis. AID 485349. hit rate 0.19% among 320,000; also: potency is read from the fitted curve at half-maximal effect; % of control where 0% means no effect; nearly all actives have a fitted effect of over 45% in size
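hTERT-immortalized A-T patient fibroblasts ([…]), 500 cells/well in OPTI-MEM, 1% FBS, got compounds for 60 min, then NCS for 30 min at 37C. Lysates were then assayed for phospho-KAP-1 by AlphaLISA (anti-pKAP1 donor, anti-KAP1 acceptor beads), 6 hr at 25C.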
ASM inhibitor: inhibitors of human secretory acid sphingomyelinase; hit rate 0.006% among 340,000; placental ASM, HMU-PC fluorogenic substrate, 60 min; Potency, µM (series often up to 57.5 µM), for the others: top-dose activity change, negative = inhibition, hits mostly inhibitors; P17405; also: potency is read from the fitted curve at half-maximal effect
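Fluorogenic HMU-PC substrate (9 uM final) is turned over by placental ASM in 60 min at 37 C after a 10 min compound preincubation. Reaction ended by alkaline stop (pH 10), with fluorescence read at 386/447 nm.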
Eya2 inh: Eya2 (human) phosphatase inhibition | hit rate 0.006% among 330,000 | Potency, µM (series often up to 76.9 µM), for the others: at the top dose activity, negative = inhibition, actives largely listed as inhibitors | recombinant Eya2, OMFP fluorescence dephosphorylation (OMFP is methylfluorescein phosphate); also: potency is read from the fitted curve at half-maximal effect; % is scaled to controls: 0 for no effect and ±100 for the full control effect
Target sequence (O00167 whole entry, looked up): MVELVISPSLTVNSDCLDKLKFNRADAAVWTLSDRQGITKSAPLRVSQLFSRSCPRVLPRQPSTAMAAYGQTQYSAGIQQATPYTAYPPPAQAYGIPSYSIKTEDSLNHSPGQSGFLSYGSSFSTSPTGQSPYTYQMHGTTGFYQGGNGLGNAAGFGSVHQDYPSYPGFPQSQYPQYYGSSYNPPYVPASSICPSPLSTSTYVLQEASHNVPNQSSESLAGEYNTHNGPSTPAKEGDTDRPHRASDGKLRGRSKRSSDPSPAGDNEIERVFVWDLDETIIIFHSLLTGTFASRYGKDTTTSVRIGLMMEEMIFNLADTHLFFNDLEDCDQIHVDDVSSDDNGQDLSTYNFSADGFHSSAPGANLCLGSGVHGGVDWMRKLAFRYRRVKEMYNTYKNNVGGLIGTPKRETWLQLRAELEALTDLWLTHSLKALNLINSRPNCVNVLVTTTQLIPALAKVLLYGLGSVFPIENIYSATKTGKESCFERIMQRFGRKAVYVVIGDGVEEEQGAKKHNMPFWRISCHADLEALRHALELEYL
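Eya2 protein (added as 0.2 uM solution) was preincubated with compound for 10 min at ambient temperature in 50 mM HEPES pH 7.5, 50 mM NaCl, 5 uM MgCl2, 0.05% BSA, 1 mM DTT. OMFP (added at 50 uM) then reacted 10 min; fluorescence read at 485/525 nm.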
a7 integrin act: integrin-mediated muscular dystrophy alleviation activation; alpha7betagal myoblasts, beta-gal FDG fluorescence, 48 h; Potency, µM (series often up to 38.3 µM), without a hit: at the top dose activation, usual class: activators; hit rate 0.064% among 350,000;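 also: potency is read from the fitted curve at half-maximal effect; 100% = response of the positive control SU9516; nearly all actives have a fitted effect of over 60% in size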
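alpha7betagal+/- myoblasts (passage 13, 250/well) treated 48 h at 37C with compounds at 1:260 dilution of DMSO stock. Lysed, then beta-galactosidase activity read as FDG fluorescence (ex 480/em 540) after 30 min, with pre-read for autofluorescence.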
ELG1 repair inh: inhibitors of ELG1-dependent DNA repair in HEK293T cells. HEK293T ELG1-luciferase reporter, luminescence, 16 h; DNA damage induced by 5-fluorouridine. Potency, µM (series often up to 46.1 µM), without a hit: top-dose activity change, negative = inhibition, hits mostly inhibitors. hit rate 2.3% among 330,000. AID 504467; also: potency is read from the fitted curve at half-maximal effect; % is scaled to controls: 0 for no effect and ±100 for the full control effect; nearly all actives have a fitted effect of over 55% in size
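Luminescence from the luciferase reporter, measured 30 min after ONE-Glo reagent at room temperature, was the read-out. Beforehand, 2,000 cells per well were exposed for 16 hr at 37 °C to 5-fluorouridine together with compound or vehicle.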
Mito fusion yeast: mitochondrial division inhibition or fusion activation. Potency, µM (top dose mostly 46.1 µM), for inactives: at the top dose growth rescue (activation), hits mostly activators. hit rate 0.23% among 320,000. AID 485298. S. cerevisiae fusion-defective mutant growth rescue, CellTiterGlo 48 h;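 also: potency is read from the fitted curve at half-maximal effect; % of control where 0% means no effect; nearly all actives have a fitted effect of over 45% in size; temperature-sensitive fusion mutants such as fzo1-1 at 37 °C on non-fermentable ethanol glycerol medium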
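Temperature-sensitive fusion-defective S. cerevisiae (e.g. fzo1-1, mgm1-5) were grown with compound in YPEG medium (3% ethanol, 3% glycerol) for 48 hours at 37C. Growth rescue was measured as viability by CellTiterGlo luminescence after 10 minutes at ambient.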
Tb PFK inh: T. brucei PFK enzyme inhibition; O15648; T. brucei PFK, ADP-Glo luminescence; Potency, µM (doses to about 57.5 µM), for the others: top-dose activity, negative = inhibition, usual class: inhibitors; hit rate 0.17% among 330,000;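 also: potency is read from the fitted curve at half-maximal effect; 0% = uninhibited 1x PFK enzyme wells and -100% = no-enzyme wells; nearly all actives have a fitted effect of over 60% in size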
Target sequence (O15648 whole entry, looked up): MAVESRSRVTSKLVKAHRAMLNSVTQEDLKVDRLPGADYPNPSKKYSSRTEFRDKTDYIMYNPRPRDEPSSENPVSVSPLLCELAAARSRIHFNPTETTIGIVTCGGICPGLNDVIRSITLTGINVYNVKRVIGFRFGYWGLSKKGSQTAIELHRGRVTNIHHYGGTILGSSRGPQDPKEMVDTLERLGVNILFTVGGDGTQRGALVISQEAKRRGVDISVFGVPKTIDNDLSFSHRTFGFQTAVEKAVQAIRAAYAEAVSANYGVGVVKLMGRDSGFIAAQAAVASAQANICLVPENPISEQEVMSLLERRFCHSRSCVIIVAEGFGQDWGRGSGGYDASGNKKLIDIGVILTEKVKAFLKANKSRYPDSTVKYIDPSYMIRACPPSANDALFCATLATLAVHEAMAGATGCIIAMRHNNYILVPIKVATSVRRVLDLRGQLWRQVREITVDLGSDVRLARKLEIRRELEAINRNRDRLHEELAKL
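PFK 1.25 nM, F6P 0.5 mM, ATP 0.1 mM, 0.1 M TEA pH 8.0, 5 mM MgCl2, 0.01% Tween20, 0.1% BSA; 45 min RT. ADP-Glo readout. qHTS titration up to 57 uM; curves fitted, compounds curve-classed.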
Chronic BCR inh: inhibitors of chronic active B-cell receptor signaling | ABC-DLBCL IkBa-CBG/CBR reporter, luminescence ratio, 4 h | Potency, µM (series often up to 46.1 µM), for inactives: top-dose ratio change, negative = lower green/red ratio, hits mostly inhibitors | hit rate 0.05% among 340,000 | AID 493014; active = well fitted inhibition curve with a large enough effect in the signal ratio, with a control signal flat, not every such curve was filed as active; inconclusive = small, poorly fitted or top-dose-only effect, or effect the other way, or a change in a side signal; the % refers to the signal ratio;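 also: potency is read from the fitted curve at half-maximal effect; plate controls were basal doxycycline-induced cells for no effect and cells given 10 µM MG132 for full effect; MG132 reads +100%, hits lower the ratio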
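Compounds up to 46 uM were incubated four hours with TMD8 cells whose green CBG68 luciferase is fused to IkappaBalpha; red CBR luminescence normalised the signal, and concentration-effect curves were fitted to fusion, red and ratio data.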
TSHR antagonist: human thyrotropin receptor antagonism; P16473; TSHR-expressing cells, TSH-stimulated cAMP HTRF, 2 h; hits give low values; activity change, negative = inhibition, % at 11.5 µM; hit rate 0.2% among 330,000; AID 504810;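 active = activity change below a set negative limit, meaning inhibition stronger than a set level, cut at about -70% in these data; inconclusive = activity change between two set negative limits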; also: % is scaled to controls: 0 for no effect and ±100 for the full control effect
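Cell-based HTRF cAMP assay; TSHR cells + compound, TSH EC80 (4nM final), 2 h, 37 deg C. Lysis with anti-cAMP cryptate and cAMP-d2, 30 min RT, read 665/620 nm.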
Numbers without * were called inactive; ? = inconclusive; . = no result given; & = joins results of further samples; [ ] = remark or other dose. Unless noted, calls follow the shape of the dose curve; as a rule, active = well fitted curve in the direction sought with a large enough effect; inconclusive = small, poorly fitted or top-dose-only effect, or another doubt; inactive = no such curve, though single readings can be large; an effect the other way counts as inactive or inconclusive.

The opening 3 records, to show the layout:
Structure,PTAP TSG101 blk,TCR act,A-T KAP1 phos,ASM inhibitor,Eya2 inh,a7 integrin act,ELG1 repair inh,Mito fusion yeast,Tb PFK inh,Chronic BCR inh,TSHR antagonist
CC(=O)NCCc1cc2ccc(C)cc2[nH]c1=O,-6%,2%,8%,5%,10%,6%,15%,-5%,16%,0%,-7
COc1ccc(NC(=O)CSCc2cc(=O)n3c(C)csc3n2)cc1,-1%,4%,6%,7%,5%,27%,8%,13%,5%,-3%,12
CCCCCCCCSc1nnc2[nH]c(=O)cc(N)n12,-4%,4%,-5%,2%,-3%,2%,-21%,1%,-6%,?,-1

The listing (from the top)
Structure,PTAP TSG101 blk,TCR act,A-T KAP1 phos,ASM inhibitor,Eya2 inh,a7 integrin act,ELG1 repair inh,Mito fusion yeast,Tb PFK inh,Chronic BCR inh,TSHR antagonist
CC(=O)NCCc1cc2ccc(C)cc2[nH]c1=O,-6%,2%,8%,5%,10%,6%,15%,-5%,16%,0%,-7
COc1ccc(NC(=O)CSCc2cc(=O)n3c(C)csc3n2)cc1,-1%,4%,6%,7%,5%,27%,8%,13%,5%,-3%,12
CCCCCCCCSc1nnc2[nH]c(=O)cc(N)n12,-4%,4%,-5%,2%,-3%,2%,-21%,1%,-6%,?,-1
Cc1ccc(N2CN=C(c3ccccc3)NC2=S)cc1,-4%,3%,2%,-1%,7%,20%,?,0%,-3%,?,26
CCCN1C2CCCC1CC(NC(=O)Nc1ccc(C(C)C)cc1)C2 (centres undefined),-4%,-1%[46.1 µM],.,-1%,1%,-52%[inhibitor],-6%,-3%,4%,-19%,-2
O=C(Nc1ccon1)c1ccc(F)c(S(=O)(=O)N2CCCCC2)c1,-1%,-2%,5%,0%,-5%,1%,-30%,3%,-2%,5%,11
Cc1ccc(Nc2nnc(SCC(=O)c3cc4ccccc4o3)s2)cc1C,2%,3%[46.1 µM],2%,-4%,6%,-19%,?,17%,1%,?,-4
N#Cc1cnn(-c2ccccc2)c1N,-2%,4%,11%,-2%,2%,2%,15%,2%,-1%,-2%,-2
CCc1ccc(NC(=O)C(C)OC(=O)c2cccc(S(=O)(=O)N3CCc4ccccc4C3)c2)cc1 (centres undefined),-4%,2%[46.1 µM],5%,0%,0%,-6%,?,10%,-8%,?,33
CC(C)CC(NC(N)=O)C(=O)OCC(=O)NC(=O)NC1CCCC1 (centres undefined),-6%,.,9%,6%,2%,?,?,-1%,-5%,4%,-9
CCOc1cc(/C=C2\C(=O)ON=C2c2ccccc2)cc(Br)c1O,14%,-11%,25%,5%,9%,5%,?,-9%,15%,6%,-5
COc1cc([N+](=O)[O-])ccc1NC(=S)N1CCN(c2ccccn2)CC1,-5%,1%,0%,-9%,-7%,?,-8%,1%,-1%,6%,-10
Cc1c(NS(=O)(=O)c2ccc(C(=O)NCc3ccc(F)cc3)cc2)c(=O)n(-c2ccccc2)n1C,-9%,-4%,3%,5%,3%,6%,-12%,-6%,-15%,1%,1
COc1ccc(C(C)(C)C)cc1NC(=O)COC(=O)c1ncc(Cl)c(Cl)c1Cl,0%,0%[46.1 µM],-6%,-2%,9%,11%,?,0%,2%,9%,-33
CN(C(=O)CSc1nnc(-c2ccccc2)c(-c2ccccc2)n1)C1CCS(=O)(=O)C1 (centres undefined),-1%,-1%[46.1 µM],-4%,-2%,-2%,-18%,7%,-5%,13%,-4%,7
CC(C)(C)NC(=O)CSc1nnc(-c2ccncc2)n1Cc1ccccc1,-2%,-8%,-2%,1%,6%,-12%,17%,1%,3%,12%,0
Cc1ccc(C(=O)NS(=O)(=O)c2ccc(C)cc2)cc1,-1%,8%,-13%,5%,11%,37%,12%,6%,0%,-5%,9
CCCOC(=O)c1ccc(NC(=O)c2c(Cl)ccc(Cl)c2OC)cc1,-1%,1%[46.1 µM],0%,-9%,-3%,-19%,?,?,0%,?,-20
O=C(Nc1cccc(C(F)(F)F)c1)c1cccnc1,-6%,0%,.,-1%,.,1%,.,6%,.,.,.
CCOC(=O)[C@H](CCc1ccccc1)N[C@@H](C)C(=O)N1CCC[C@H]1C(=O)O,-3%&-3%,-6%&4%,-2%&-8%,-1%&-1%,4%&5%,.,1%&6%,-2%&0%,-1%&-1%,-1%&3%,-4&-1
COCCNC(=O)CSCc1nc(-c2ccc(SC)cc2)oc1C,-1%,-3%,1%,-2%,0%,-10%,5%,0%,-1%,17%,-11
O=S(=O)(Nc1nc2ccccc2s1)c1ccc(Cl)s1,-11%,1%,0%,-3%,-2%,0%,-8%,23%,1%,?,-21
CC(=O)c1csc(COc2ccc(Cl)cc2)n1,-7%,5%,9%,3%,-2%,0%,?,-5%,-3%,?,3
CS(=O)(=O)c1sc(C(=O)NC(=S)Nc2ccc(OC(F)(F)F)cc2)c2c1C=CCC2,1%,-5%,-2%,?,-15%,-21%,-22%,1%,-2%,?,3
CCOC(=O)C1(CCCc2ccccc2)CCN(C(=O)c2ccoc2)CC1,-4%,1%,5%,-4%,-4%,-9%,-3%,1%,-1%,-1%,-14
CCOc1ccc(C(=O)CCC(=O)N(CC)CC(=O)Nc2c(F)cccc2F)cc1,0%,1%,-7%,-2%,-1%,-12%,13%,-2%,0%,2%,-6
OCCn1c(Cl)nc2ccccc21,-4%,1%[46.1 µM],1%,1%,3%,9%,11%,-1%,2%,-4%,-8
CC(C)CN(CC(C)C)C(=O)C12CCC(C)(C(=O)C1)C2(C)C (centres undefined),-13%,.,0%,2%,13%,-1%,9%,4%,-5%,3%,-9
Cc1cc(C)c(C(=O)/C=C/c2ccco2)c(=O)[nH]1,2%,-6%,0%,-3%,-2%,-24%,0%,-2%,0%,?,8
Cc1ccnc(NS(=O)(=O)c2ccc(N)cc2)n1,2%,-14%,-5%,1%,7%,.,-6%,2%,-1%,?,5
CC1=NN(C(=O)COc2ccccc2)C(O)(c2cccnc2)C1 (centres undefined),0%,-3%,-3%,0%,1%,-2%,10%,-5%,2%,?,-9
COc1cc(C(=O)Nc2ccc3c(c2)OCCO3)ccc1OC(F)F,6%,.,.,5%,-8%,11%[7.66 µM],?,-6%,0%,?,5
Cc1cccc(N2C(=O)N3[C@H](c4ccc(Br)cc4)[C@@H]4C(=O)N(C(C)(C)C)C(=O)[C@@H]4[C@]3(C)C2=O)c1,-1%,8%,-3%,-1%,-10%,27%,-8%,7%,0%,13%,-3
O=C(COc1cccc(Cl)c1)Nc1nc(-c2ccc(S(=O)(=O)N3CCOCC3)cc2)cs1,1%,-3%[46.1 µM],.,-8%,-1%,-4%,23µM*,9%,1%,16%,?
COC(=O)c1ccc(-c2nc(CN3CCCN(C(=O)c4ccco4)CC3)c(C)o2)cc1,-2%,1%,-1%,9%,-2%,6%,1%,1%,-5%,-11%,27
CC(=O)c1ccccc1NC(=O)COC(=O)C1CCCN1S(=O)(=O)c1ccccc1F (centres undefined),-10%,-4%,3%,-3%,-1%,-36%,?,2%,6%,0%,-3
C/C(Cn1nc([N+](=O)[O-])cc1C)=N\NC(=O)c1ccc(O)cc1O,-4%,-2%,-7%,-2%,11%,3%,?,0%,0%,?,-1
